PriA SSB inh = inhibitors of Klebsiella pneumoniae PriA binding to SSB C-terminal tail; AlphaScreen SSBct-PriA binding, biotinylated peptide; inhibition, % at 33 µM; actives 0.6% (n = 430,000); in the data active = inhibition mostly above about 37%, no sharp cut-off; inactive = mostly below about 20%;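 also: plate controls were negative control peptide for no effect and reference peptide for full effect; strong numbers were not always called active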
An asterisk follows results filed as active; & = joins results of further samples. Not all compounds are listed, so the mix of outcomes need not match the whole.

canonical_smiles,PriA SSB inh
COc1cccc(NC(=O)CSc2nnc3ccccn23)c1,-2&4
CC(C)Sc1ccc(CC(=O)Nc2nc3c(s2)COCC3)cc1,-16
CCOC(=O)c1sc2ccccc2c1N,2
CCc1nnc(NS(=O)(=O)c2ccc(-n3c(C)cn4c5c(=O)[nH]c(=O)n(C)c5nc34)cc2)s1,-9&-6
Cc1cc(NCc2ccccn2)nc(-n2cc([N+](=O)[O-])cn2)n1,-4
COc1ccc(N2CCn3c(SCC(=O)NCc4ccc(F)cc4)nnc32)cc1,-15
CCOc1ccc(CC(=O)NCC[C@H](O)c2cc(C)oc2C)cc1,2
CC(C)OCCCNC(=O)Nc1cn(C)c2ccccc12,7
O=C(c1ccoc1)N(c1ccccc1)C1CCCCC1,-16
O=C(NC(c1cccnc1)C1CCOCC1)c1ccsc1 (configuration not stated),4

Looked up above:
Under PriA SSB inh, CCOC(=O)c1sc2ccccc2c1N shows 2
Under PriA SSB inh, CC(C)OCCCNC(=O)Nc1cn(C)c2ccccc12 shows 7
Under PriA SSB inh, O=C(c1ccoc1)N(c1ccccc1)C1CCCCC1 shows -16
Under PriA SSB inh, COc1cccc(NC(=O)CSc2nnc3ccccn23)c1 shows -2&4

(listing goes on)
canonical_smiles,PriA SSB inh
COc1ccc(OC)c(C=NNC(=O)c2ccc(COc3ccc(C)cc3[N+](=O)[O-])o2)c1,2
Cc1ccccc1NC(=O)Cn1c(Cc2ccccc2)nc2ccccc21,-6
COc1ccc(C(C)=NNC(=O)C2C3CCCCC32)c(OC)c1 (configuration not stated),-14
COc1ccc(Cl)cc1NC(=O)NCC1CCN(c2ccc(C)nn2)CC1,3
CCOc1ccc2nc(N(Cc3cccnc3)C(=O)CSc3ccc(OC)cc3)sc2c1,-9
CN1/C(=C\C=Nc2cccc(C(=O)O)c2)C(C)(C)c2ccccc21,-9
O=S(=O)(NCCN1CCN(c2ccccc2)CC1)c1ccc2c(c1)OCCO2,0
NC(=O)CSc1nc(-c2ccccc2)c(NC(=O)COc2ccc(Cl)cc2)s1,23
CC(=NN)c1c(-c2ccccc2)c2cc(C)ccc2[nH]c1=O,-1
COc1ccc(S(=O)(=O)N2CC(=O)Nc3ccc(Br)cc3C2c2ccccc2)cc1 (configuration not stated),-17
O=C(CN1CC(c2nc(-c3ncccn3)no2)C1)Nc1ccc2c(c1)OCO2,-4
N#CC(NC(=O)c1ccccc1)=C(Br)Br,-2
O=C(NN=Cc1c(F)c(F)c(F)c(F)c1F)c1cc(-c2ccccc2)nc2ccccc12,4
CC(C)CS(=O)(=O)C1CN(C(=O)c2ccc(C(F)(F)F)cc2)C1,0
O=C(c1cc(C2CC2)on1)N(CCc1cccs1)Cc1ccco1,-15
O=C(Cn1ccn(-c2cccc(Cl)c2)c(=O)c1=O)NC1CCCC1,-17
O=C(NC1CCC(Oc2ccccn2)CC1)c1cc(=O)[nH]c(=O)[nH]1 (configuration not stated),-18
CCOc1ccc(S(=O)(=O)Nc2ccc3c(c2)N(C(=O)c2ccccc2)CCC3)cc1C,2
C/C(C=NNC(=O)Cc1cc(=O)[nH][nH]1)=C\c1ccccc1,-10
COc1ccc2c(c1OC)C(=O)N(c1cccc(Cl)c1)C2=O,-15
COc1nn(C)cc1-c1nnc(SCC(=O)NC(C)C)n1C,-4
Cc1nc(-c2ccc(F)cc2)sc1-c1ccc(SCc2cccc3ccccc23)nn1,-7
CSc1ccc([C@@H](O)CNC(=O)Cc2ccsc2)cc1,7
O=C(CN(c1ccc(F)cc1)S(=O)(=O)c1cccnc1)NCCc1ccccc1,-1
Cc1c(C(=O)C(=O)NCCCN2CCCC2=O)c2ccccc2n1C,6
Cc1ccc(Cl)cc1S(=O)(=O)NC1CC(=O)N(C2CC2)C1 (configuration not stated),-7
CCOc1ccc(-c2cc(=O)n(CC(=O)NCCc3c[nH]c4ccccc34)cn2)cc1,-9
Cc1cc(NS(=O)(=O)c2ccc(NC(=O)c3coc(NC(=O)c4cnccn4)n3)cc2)nc(C)n1,9
N#CCC(=O)N/N=C\c1c[nH]c2ccccc12,-6
Cc1ccc2c(c1)OCC(=O)N2Cc1nc(-c2ccccc2Cl)no1,-6

Four of these compounds, reformatted:
structure: COc1ccc(OC)c(C=NNC(=O)c2ccc(COc3ccc(C)cc3[N+](=O)[O-])o2)c1
- PriA SSB inh: 2

structure: Cc1nc(-c2ccc(F)cc2)sc1-c1ccc(SCc2cccc3ccccc23)nn1
- PriA SSB inh: -7

structure: CCOC(=O)c1sc2ccccc2c1N
- PriA SSB inh: 2

structure: CC(C)CS(=O)(=O)C1CN(C(=O)c2ccc(C(F)(F)F)cc2)C1
- PriA SSB inh: 0

Other compounds
canonical_smiles,PriA SSB inh
CC1Oc2ccccc2OC1C(=O)Nc1nc2c(s1)C(=O)NCCC2 (configuration not stated),-6
Cc1nc(-c2ccccc2Cl)sc1CNC(=O)c1ccc(=O)n(C)n1,-2
COc1cccc(C(=O)N2CC(Oc3nccs3)C2)c1,-7
O=C(c1cccs1)N1CCc2ccc(NC(=O)C3(c4ccccc4)CCOCC3)cc21,5
O=C(Cc1cccc2ccccc12)NCC#CCOc1ccc2c(c1)OCO2,-4
COc1ccc(CNC(=O)NCCNC(=O)c2ccc(NC(C)=O)cc2)cc1,10
COc1cccc(-c2ccc(=O)n(CCCC(=O)N3CCc4ccccc43)n2)c1,-5
O=C(CCSc1ccccc1)NCCC(O)c1ccco1 (configuration not stated),-2
COc1ccc(S(=O)(=O)N2CCN(S(=O)(=O)c3ccc(OC)c(C)c3)C(C)C2)cc1C (configuration not stated),3
CC1(C)Cc2cccc(OCc3ccc(C(=O)Nc4nc5ccc([N+](=O)[O-])cc5s4)cc3)c2O1,1
COC(=O)c1ccc(NC(=O)CSc2nc3c([nH]2)c(=O)n(C)c(=O)n3C)cc1,1
CC(=O)Nc1nc(SCc2ccccc2C)[nH]c(=O)c1NC(=O)c1cccs1,-25
COc1cccc2cc(C(=O)N3CCN(c4ccc(F)cc4)CC3)oc12,8
O=C(NN=CC1CCCCC1)c1ccccn1,-13
Cc1c(Cl)cccc1NC(=O)c1coc(NC(=O)C2CC2)n1,-10
O=C(NCC(c1ccco1)N1CCc2ccccc2C1)NC1CCCCC1 (configuration not stated),0&5
CCc1nnc(C2CCN(C(=O)c3cccc(C)c3)CC2)s1,-5
O=C(Nc1ccc([N+](=O)[O-])cc1)c1ccno1,-8
COc1ccc(NC(=O)c2sc3ccccc3c2Cl)c2ccccc12,4
COC(=O)c1ccc(NC(=O)CSc2nc(=O)n3ccc(C)cc3n2)cc1,3

3 structures from above, sorted by SMILES length, smallest number first.
canonical_smiles,PriA SSB inh
O=C(NN=CC1CCCCC1)c1ccccn1,-13
CCc1nnc(C2CCN(C(=O)c3cccc(C)c3)CC2)s1,-5
COc1cccc2cc(C(=O)N3CCN(c4ccc(F)cc4)CC3)oc12,8

(cont.)
canonical_smiles,PriA SSB inh
CCCC1SC(=NN=Cc2ccc(OC)cc2)N(Cc2ccc(OC)cc2)C1=O (configuration not stated),10
O=S(=O)(NCC(O)c1ccc(C(F)(F)F)cc1)c1ccc(OC(F)(F)F)cc1 (configuration not stated),-6
CCOC(=O)NN=Cc1ccc(OC(=O)c2ccc3c(c2)OCO3)cc1,-4
Cc1cc(=O)[nH]c(SCc2ccc(C(=O)Nc3nccs3)cc2)n1,1
CC(C)C(=O)NC(n1nnc2ccccc21)C(Cl)(Cl)Cl (configuration not stated),-8
Nc1ccc2occc(=O)c2c1,-14
O=C(c1cc(C2CC2)on1)N1CC(N2C(=O)CCC2=O)C1,-19
COc1ccccc1CC(N)=NOC(=O)c1cccc([N+](=O)[O-])c1C,-7
O=C(C1CC(=O)N(C2CCOCC2)C1)N1CCN(c2ccccc2)CC1 (configuration not stated),-2
Cc1ccccc1CS(=O)(=O)Cc1ccc(C(=O)N2CCN(c3ccccc3)CC2)o1,-5
O=c1oc(-c2cccnc2)nc2c(Cl)cccc12,-11
Clc1ccccc1CN1CCN(N=Cc2ccncc2)CC1,-2
COC(=O)c1ccsc1NC(=O)c1cccs1,5
COc1cccc2cc(C(=O)OCCN3CCOCC3)c(=O)oc12,0
O=C(NCC1CCN(c2nc3ccccc3o2)CC1)c1ccc(Br)o1,-7
CCOc1cc(-c2cccc(Cl)c2)nc2ccc(C(=O)NCCc3cccc(OC)c3)cc12,-14
O=C(CN1CCOCC1)NN=Cc1cc2ccccc2nc1Cl,-23
CCSC(C)CC1CC(=NO)c2c(CC)noc2C1 (configuration not stated),-3
O=C(CSc1nnc(-c2cccc(Cl)c2)o1)Nc1ccc(C(F)(F)F)cc1,-2
Cc1cc(C)c2sc(N(CCCn3ccnc3)C(=O)Cc3ccccc3)nc2c1,32
O=C(Cn1nnn(-c2ccc(NC(=O)c3ccccc3C(F)(F)F)cc2)c1=O)NC1CC1,-11
O=C(Nc1cc2c3c(c1)CCN3C(=O)CC2)c1ccno1,-15
Cc1ccc(NC(=O)C(=O)NCCc2ccc(N(C)C)cc2)cc1C,-5
C/C(=N\N=C1/NC(=O)C(Cc2cccc(C(F)(F)F)c2)S1)c1ccc(C)cc1 (configuration not stated),-1
CC(=O)c1cccc(NC(=O)CSc2ccc(-c3sc(-c4cccnc4)nc3C)nn2)c1,-9
Cc1ccc(S(=O)(=O)NCC(=O)NCC(O)Cn2c3ccccc3c3ccccc32)cc1 (configuration not stated),-11
O=C(NCCn1nc(C(F)(F)F)c2c1CCOC2)c1ccccn1,-12
COc1cccc(-c2cc(=O)n(CC(=O)Nc3ccccc3Br)c(C)n2)c1,1
Cn1c2c(c(=O)[nH]c1=O)[C@H](c1ccco1)NC(=O)N2,-4
Cc1ccc(C)c2sc(N(CC3CCCO3)C(=O)CCS(=O)(=O)c3ccc(Cl)cc3)nc12 (configuration not stated),3

4 compounds picked at random from the list so far, as already listed:
canonical_smiles,PriA SSB inh
Cc1ccc(Cl)cc1S(=O)(=O)NC1CC(=O)N(C2CC2)C1 (configuration not stated),-7
O=C(CN(c1ccc(F)cc1)S(=O)(=O)c1cccnc1)NCCc1ccccc1,-1
CCCC1SC(=NN=Cc2ccc(OC)cc2)N(Cc2ccc(OC)cc2)C1=O (configuration not stated),10
COc1ccc(Cl)cc1NC(=O)NCC1CCN(c2ccc(C)nn2)CC1,3

Other structures:
canonical_smiles,PriA SSB inh
O=C(Nc1nnc(SCC(=O)N2CCOCC2)s1)NC1CCCCC1,-14
O=S(=O)(c1ccc(F)cc1)N1CCN=C1SCc1ccc(C(F)(F)F)cc1,0
Cc1nc(-c2ccc(N3CCN(C(=O)Cc4c(C)noc4C)CC3)nc2)no1,-9
O=C1Nc2c(S(=O)O)cc(S(=O)O)c3cccc1c23,2
O=S(=O)(NN=Cc1ccc2c(c1)OCO2)c1ccc(Cl)cc1,2
CCOC(=O)C1(C)C(=NNc2ccccc2Cl)C(=O)C(=O)N1c1ccccc1 (configuration not stated),-8
COc1ccc(-c2nnc(N)o2)c(OC)c1,3&6
CCCCc1ccc(Nc2nc(Nc3cccc(C(C)=O)c3)nc(N3CCOCC3)n2)cc1,-3
CCOC(=O)c1sc(NC(=O)c2cc(C)nn2CC)cc1C,-4
CO[C@@H](CNS(=O)(=O)c1cccc(C(F)(F)F)c1)c1ccco1,7
O=C(Cn1nc(-n2cccn2)ccc1=O)Nc1ccccn1,-1
Cc1cc(C(=O)Nc2nc(C(=O)N3CCN(S(C)(=O)=O)CC3)co2)no1,-9
CCNC(=S)NN=C(C)c1ccc2ccccc2c1OC(F)F,13
CCOC(=O)c1sc(NC(=O)C(C)Sc2ncccn2)c(C(=O)OCC)c1C (configuration not stated),-4
CC(=O)Nc1ccc2scnc2c1,4
Cc1nc(SCCC(=O)NCc2ccc3c(c2)OCO3)c2c3c(sc2n1)CCC3,5
